Screening results (PubChem BioAssay)
S100A4 inh HTS = S100A4-myosin IIA interaction inhibition | inhibition, % at 10.7 µM | 360,000 compounds, 0.14% hits | S100A4/TAMRA-MyoIIA peptide fluorescence polarization;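 active = mean inhibition of at least 70% across replicates, with every replicate also reaching that level; inconclusive = mean inhibition reaches 70% but some replicates fall short; inactive = mean inhibition below 70%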
Target sequence (P26447 whole entry, looked up): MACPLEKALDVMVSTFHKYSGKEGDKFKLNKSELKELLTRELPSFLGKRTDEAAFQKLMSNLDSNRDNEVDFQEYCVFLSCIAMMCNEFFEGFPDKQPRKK
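Compound dosing: one dose per compound; test system: human S100A4 monomer with TAMRA-labelled myosin IIA peptide; probe or stimulus: TAMRA-labelled myosin IIA heavy-chain peptide probe, 5 nM; medium: HEPES buffer with Ca2+, pH 7.2; schedule: 5 min incubation before reading; benchmarks: neutral control DMSO, positive control TFP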
FN deposit inh = fibronectin deposition inhibition. AH1F fibroblasts, Alexa488-fibronectin deposition fluorescence, overnight. inhibition, % at 12.6 µM. 350,000 compounds, 0.086% hits. AID 743247;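 active = mean inhibition across replicates of 30% or more, regardless of how many single replicates reach that level; inconclusive = mean under 30% yet at least half of replicates reach 30%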;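 also: positive control wells lacked labelled fibronectin entirely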
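Test system: AH1F fibroblast monolayer depositing Alexa488-labelled fibronectin into matrix. Input: 10000 cells per well. Technique: fluorescence, ex 485 nm, em 525 nm. Buffer or medium: DMEM plus 2% serum, read in PBS. Timing: 1 h cell adhesion before compound, then overnight fibronectin incubation. Compound: single dose, pinned. Read-out basis: inhibition from reduced deposited-fibronectin fluorescence.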
PAX8 inh HTS = lowers PAX8-driven luciferase in RMG-I cells. inhibition, % at 12.6 µM. RMG-I TPO-luciferase reporter, SteadyGlo, 24 h. AID 652154. 360,000 compounds, 1.2% hits;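 active = mean replicate inhibition at least 60% with every replicate also reaching 60%; inconclusive = only one of the two criteria is met; inactive = mean below 60% and not all replicates reaching 60%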;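 also: luciferase light reporting Pax8 driven TPO promoter activity; plate controls were median of neutral control wells for no effect and mitoxantrone controls for full effect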
ERAP1 inh = blocks human ERAP1 aminopeptidase activity; inhibition, % at 10.7 µM; 340,000 compounds, 0.15% hits; AID 652197; Q9NZ08; recombinant ERAP1, Leu-AMC fluorescence, 60 min;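 active = mean replicate inhibition of at least 30%, or all replicates individually reaching that 30% level; inactive = mean below 30% and not every replicate reaching it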;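 also: 0% = neutral control wells and 100% = L-leucinethiol positive control wells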
Target sequence (Q9NZ08 whole entry, looked up): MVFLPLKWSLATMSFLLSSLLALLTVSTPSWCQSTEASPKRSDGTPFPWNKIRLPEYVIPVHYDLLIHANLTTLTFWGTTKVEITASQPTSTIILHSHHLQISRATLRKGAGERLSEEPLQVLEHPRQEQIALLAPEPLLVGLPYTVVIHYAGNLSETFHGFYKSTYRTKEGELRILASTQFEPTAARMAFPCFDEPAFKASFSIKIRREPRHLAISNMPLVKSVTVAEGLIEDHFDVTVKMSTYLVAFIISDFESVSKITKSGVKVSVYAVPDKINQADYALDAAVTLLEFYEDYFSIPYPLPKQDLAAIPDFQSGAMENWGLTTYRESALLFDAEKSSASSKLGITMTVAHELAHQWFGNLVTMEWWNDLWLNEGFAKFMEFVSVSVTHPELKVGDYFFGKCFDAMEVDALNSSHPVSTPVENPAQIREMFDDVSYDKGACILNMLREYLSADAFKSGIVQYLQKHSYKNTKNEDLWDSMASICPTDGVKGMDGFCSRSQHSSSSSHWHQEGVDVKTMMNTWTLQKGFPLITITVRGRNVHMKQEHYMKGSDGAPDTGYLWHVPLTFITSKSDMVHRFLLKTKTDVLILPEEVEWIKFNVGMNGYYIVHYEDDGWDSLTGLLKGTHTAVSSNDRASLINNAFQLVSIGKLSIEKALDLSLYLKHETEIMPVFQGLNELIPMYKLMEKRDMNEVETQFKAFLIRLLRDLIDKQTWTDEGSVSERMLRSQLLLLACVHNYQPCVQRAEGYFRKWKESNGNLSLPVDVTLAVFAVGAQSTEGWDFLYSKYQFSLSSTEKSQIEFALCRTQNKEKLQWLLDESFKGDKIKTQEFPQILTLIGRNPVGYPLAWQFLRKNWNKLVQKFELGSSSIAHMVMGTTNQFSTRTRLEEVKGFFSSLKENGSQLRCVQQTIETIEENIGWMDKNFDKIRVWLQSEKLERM
PGC1a acetyl inh = modulators of PGC1a acetylation; AID 651687; U2OS PGC1a acetylation, AlphaScreen anti-acetyl-lysine; with virally co-expressed GCN5 acetyltransferase; 350,000 compounds, 0.17% hits; inhibition, % at 15.6 µM;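 active = every replicate shows inhibition of at least 40%; inconclusive = mean inhibition at least 40% but some replicate below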;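 also: 0% = neutral control wells and 100% = positive control wells; some results beyond the cut were filed as inactive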
PglD inh = inhibitors of Campylobacter jejuni PglD acetyltransferase | inhibition, % at 12.5 µM | 360,000 compounds, 0.098% hits | purified PglD enzyme, DTNB colorimetric CoA detection; in the data active = inhibition above about 16%, passing the limit was not always enough; inconclusive = no clear call, values can overlap the other calls; also: strong numbers were not always called active
EWS-Fli block = inhibitors of EWS/Fli oncoprotein transcriptional activity; 350,000 compounds, 0.67% hits; A673 NR0B1-luciferase reporter, viability-normalised; inhibition, % at 12.6 µM;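 active = mean inhibition of at least 50% after viability correction, with every replicate also passing that limit; inconclusive = mean reaches 50% but only one of two replicates passes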;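 also: firefly luciferase signal divided by Alamar Blue viability fluorescence both relative to DMSO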
LGR2 antag = inhibitors of bursicon-induced Drosophila LGR2 receptor cAMP signaling; HEK293 LGR2, CRE-luciferase, bursicon-stimulated, 4 h; inhibition, % at 9.99 µM; 380,000 compounds, 0.35% hits; AID 720647;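 active = drop in luminescence signal, shown as inhibition above about 50% in the replicate tests, limit read from the data, passing the limit was not always enough; inconclusive = probably only some replicates passing the limit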;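 also: agonist challenge used bursicon conditioned medium at about half maximal strength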
An asterisk follows results filed as active; ? = inconclusive; . = no result given; & = joins results of further samples.

SMILES	S100A4 inh HTS	FN deposit inh	PAX8 inh HTS	ERAP1 inh	PGC1a acetyl inh	PglD inh	EWS-Fli block	LGR2 antag
COCCNC(=O)C[C@@H]1CC[C@H]2[C@@H](COc3ccc(NC(=O)COC)cc3C(=O)N2C)O1	3.0	-16.0	-2.9	-0.3	-0.9	1.0	6.8	-1.7
O=C1NC(N2CCOCC2)=N/C1=C/c1ccc2c(c1)OCO2	-1.4	2.0	17.1	-3.2	-5.2	-2.2	-29.6	5.4
Nc1c(C(=O)NCCc2ccc(Cl)cc2)sc2ccc(S(=O)(=O)N3CCCCC3)cc12	-4.1	-7.5	35.7	5.4	.	.	15.0	18.6
c1cc2c(cc1CNc1ccc(N3CCOCC3)cc1)OCO2	-1.8	7.9	-87.5	-1.2	-10.6	-3.9	-112.5	-58.5
Cc1nc(-c2ccc(C(=O)Nc3ccc(F)cc3)cc2)cs1	-2.7	-0.7	-52.2	0.9	8.3	.	-44.5	-0.6
COc1ccc(S(=O)(=O)Nc2ccc3c(c2)CC(=O)N([C@H](C)CO)C[C@H](C)[C@@H](CN(C)Cc2ccccc2)O3)cc1	-5.4	.	18.3	4.0	.	-3.9	11.9	-1.3
COCCNc1nc(NCc2ccc(NC(C)=O)cc2)c2sccc2n1	-4.6	-1.3	-2.1	-1.3	-3.6	-1.4	7.1	-14.7
CCn1c(SCC(=O)N(C)C)nc2cc(S(=O)(=O)N3CCOCC3)ccc21	2.9	2.1	-12.7	3.2	4.9	2.9	7.0	10.1
COc1ccc(CN2CCNC(=O)C2CC(=O)NCC2CCOCC2)c(C)c1C (centres undefined)	-1.7	-4.1	3.7	-4.2	.	4.4	.	-3.1
Cc1nc(SCc2nc3c(C)cccc3[nH]2)c2oc3ccccc3c2n1	0.2	5.9	19.2	-0.6	-0.3	-0.9	3.1	-7.1
O=C(c1ccc(F)cc1)N1CC(=O)N2[C@H](CO)[C@@H](c3ccc(C#CCC4CCCC4)cc3)[C@@H]2C1	-0.2	-13.9	13.0	.	?	.	-9.0	12.6
O=[N+]([O-])c1cc(C=Nc2ccc3ccccc3c2)ccc1Br	-7.4	1.9	6.8	5.1	.	.	-10.0	-69.0
O=C(CN(C(=O)CCC(=O)Nc1ccccn1)C1CCCC1)NCc1ccccc1	4.7	-2.9	5.0	-4.9	.	.	-5.2	1.9
CCOc1ccc(NC2=C(Cl)C(=O)N(C3CCCCC3)C2=O)cc1	-2.2	6.1	7.2	1.2	2.0	-8.3	7.2	-8.2
Cc1ccc2nc(-c3ccccc3)c(Cc3ccccn3)n2c1	-18.4	-5.2	-78.6	-1.9	-1.4	7.2	-38.0	-18.8
N#C/C(=C(O)\C=C\c1ccccc1)c1nc2ccccc2[nH]1	-0.5	-8.3	-29.5	1.7	1.7	4.0	-30.9	-6.7
CCCC[C@H]1COCCS(=O)(=O)N1Cc1ccc(F)cc1	-1.3	10.6	-0.2	-2.1	-23.1	17.9	0.9	-0.4
CCCCN(C)C(=S)Nc1ccc2nc(N3CCN(CC)CC3)cc(C)c2c1	2.4	4.3	-15.6	-0.2	-11.0	.	2.9	5.7
Cc1cccc(-c2nc3ccccc3c(=O)n2NC(=O)/C=C/c2ccc([N+](=O)[O-])cc2)c1	-11.2	.	-2.3	1.2	.	.	4.8	-5.8
Cc1cc(C)cc(NC(=O)N2CCCC2C(=O)NCc2ccco2)c1 (centres undefined)	-2.9	-9.6	11.2	2.3	.	.	-3.6	.
O=C(O)c1ccc(S(=O)(=O)N2CCN(c3ccccn3)CC2)cc1	3.6	3.0	13.4	2.1	2.7	-4.8	14.6	2.8
CCOc1ccc(N2CC(C(=O)Nc3nnc(CC)s3)CC2=O)cc1 (centres undefined)	-11.9	6.3	-3.0	2.5	2.8	-3.3	10.6	-2.3
CC(C)(C)c1ccccc1NC(=O)c1ccc(-n2cncn2)c([N+](=O)[O-])c1	6.4	0.8	16.2	3.2	.	0.4	7.0	-3.7
C[C@H](CO)N1C[C@H](C)[C@@H](CN(C)C)OCCCC[C@H](C)Oc2ccc(NC(=O)CCC(F)(F)F)cc2C1=O	5.0	.	-5.9	.	9.9	-2.0	-6.6	22.2
CO[C@H]1CN(C)C(=O)c2cc(NC(=O)Nc3cccc(Cl)c3)ccc2OC[C@H](C)NC[C@@H]1C	-59.3	11.3&3.1	4.6	-3.0	3.3	0.5	15.9	-2.2

Overlap with the part before: three entries, then new ones.
SMILES	S100A4 inh HTS	FN deposit inh	PAX8 inh HTS	ERAP1 inh	PGC1a acetyl inh	PglD inh	EWS-Fli block	LGR2 antag
CC(C)(C)c1ccccc1NC(=O)c1ccc(-n2cncn2)c([N+](=O)[O-])c1	6.4	0.8	16.2	3.2	.	0.4	7.0	-3.7
C[C@H](CO)N1C[C@H](C)[C@@H](CN(C)C)OCCCC[C@H](C)Oc2ccc(NC(=O)CCC(F)(F)F)cc2C1=O	5.0	.	-5.9	.	9.9	-2.0	-6.6	22.2
CO[C@H]1CN(C)C(=O)c2cc(NC(=O)Nc3cccc(Cl)c3)ccc2OC[C@H](C)NC[C@@H]1C	-59.3	11.3&3.1	4.6	-3.0	3.3	0.5	15.9	-2.2
O=C([C@H]1[C@H](CO)[C@H]2Cn3c(ccc(/C=C/c4ccccc4)c3=O)[C@H]2N1CC1CC1)N1CCCCC1	-31.7	-2.5	51.7	0.3	.	-4.8	11.7	1.7
CCOc1ccc(N(Cc2cc3cc(C)ccc3[nH]c2=O)C(=O)COC)cc1	2.0	-3.6	-9.6	2.2	.	-0.3	-1.3	10.4
CC(C)Oc1ccc(C2CC(=O)N(C)C2=O)cc1 (centres undefined)	3.2	-9.4	2.3	0.3	.	5.0	7.7	-12.1
Cc1ccccc1S(=O)(=O)N1CCCCN2[C@@H](CO)[C@@H](c3ccc(-c4cccc(F)c4)cc3)[C@@H]2C1	-0.7	-13.5	30.0	3.5	-22.9	8.1	16.1	-0.2
C[C@@H]1CCCCO[C@@H](CN(C)S(=O)(=O)c2ccccc2)[C@H](C)CN([C@H](C)CO)C(=O)c2cc(NS(=O)(=O)c3ccc(F)cc3)ccc2O1	-9.5	-3.3	-15.4	-5.7	-14.2	-0.2	21.2	3.9
O=C(O)c1ccc(Nc2nc(-c3cc4ccccc4oc3=O)cs2)cc1O	1.9	-6.8	-12.7	-13.0	-13.5	.	-6.8	-7.5
CN1c2ccc(-c3cccc(C#N)c3)cc2[C@@H]2[C@@H](CCN2C(=O)C2CC2)[C@@H]1CO	2.9	2.1	.	-1.1	.	.	-80.8	-5.2
C[C@H]1CN([C@@H](C)CO)S(=O)(=O)c2ccc(C#CC3(O)CCCC3)cc2O[C@H]1CN(C)C	10.5	3.8	.	3.5	-2.5	3.9	10.6	-12.4
O=C(CSc1nnc2c(n1)[nH]c1ccc(S(=O)(=O)N3CCOCC3)cc12)Nc1ccccc1Cl	1.8	-11.7	10.3	4.2	.	-6.6	-33.5	0.1
C[C@H](CO)N1C[C@H](C)[C@H](CN(C)Cc2ccccc2)Oc2ncc(-c3cccc(C(F)(F)F)c3)cc2C1=O	-3.5	-18.6	.	-9.6	-4.6	4.4	20.6	-7.6
COCc1[nH]nc2c1C(c1ccc(F)cc1)NC2=O (centres undefined)	0.0	3.4	-13.8	-3.9	.	.	1.9	2.3
O=C(C1CCCCC1)N1CC(=O)N2[C@H](CO)[C@@H](c3ccc(C#CCc4ccccc4)cc3)[C@@H]2C1	14.0	.	.	1.7	-2.9	.	.	10.8
COCC#Cc1cnc2c(c1)C(=O)N([C@@H](C)CO)C[C@H](C)[C@@H](CN(C)S(=O)(=O)c1cn(C)cn1)O2	-3.6	10.2	.	-8.2	3.5	.	2.1	-2.7
CCOc1ccc(NC(=O)CN2CCC(n3cnc4cc(F)ccc43)CC2)cc1	-5.3	-0.4	12.1	-2.2	-67.3	.	6.8	1.0
COc1cccc(/C=N/NC(=O)CNC(=O)CCc2ccccc2)c1O	-0.9	5.9	29.4	.	.	.	11.8	-23.9
O=S(=O)(Nc1ccccn1)c1ccc(C(F)(F)F)cc1Cl	-2.2	-23.2	-7.0	.	9.2	-2.3	-2.5	18.3
Cc1ccc(SCC(=O)Nc2cccc(S(=O)(=O)N3CCOCC3)c2)cc1C	-1.3	-4.5	4.9	0.8	-10.8	-2.5	5.8	-0.1
CSCCC(C(=O)N(C)CC(=O)Nc1cccc(F)c1)N1C(=O)c2ccccc2C1=O (centres undefined)	-2.4	-35.1	2.4	1.4	.	4.9	-0.1	0.8
COc1cc(NC(=O)COC(=O)c2cc(S(=O)(=O)N3CCOCC3)ccc2F)cc(OC)c1	67.2	2.3	6.5	1.2	-2.8	-1.6	6.8	6.0
CN(c1ncc(C(F)(F)F)cc1Cl)n1cc(C(=O)O)c2ccccc2c1=O	.	3.8	-4.4	.	7.5	-0.8	.	.
O=C(N[C@@H](Cc1ccccc1)C(=O)O)c1ccncc1	-2.3	1.2	-31.8	-1.1	-2.9	-3.8	-18.9	-16.1
O=C(C[C@@H]1CC[C@H]2[C@@H](COC[C@@H](O)CN2C(=O)Nc2ccccc2)O1)NCCCN1CCOCC1	-3.1	-6.5	-8.6	2.6	5.8	2.1	-19.4	-2.0
CC(C)(C)c1cc(NCCCn2ccnc2)n2ncc(-c3ccccc3)c2n1	1.1	11.9	-145.9	4.6	11.9	4.2	-57.7	-76.1
COc1ccc2c3c(n(C)c2c1)[C@@H](CO)N(C(=O)CN(C)C)CC31CCN(Cc2cncnc2)CC1	9.7	4.0	.	3.8	-3.6	.	-8.8	-7.1
Cc1ccccc1OCC(=O)OCC(=O)NCc1ccccc1Cl	-2.0	-1.2	4.8	-0.9	4.3	.	-2.2	-2.0
Next section
SMILES	S100A4 inh HTS	FN deposit inh	PAX8 inh HTS	ERAP1 inh	PGC1a acetyl inh	PglD inh	EWS-Fli block	LGR2 antag
CO[C@H](C(=O)N(C)C[C@H]1OCc2ccccc2-c2c(n(C)c3ccccc23)C(=O)N([C@@H](C)CO)C[C@H]1C)c1ccccc1	-2.3	-2.4	-20.9	1.8	-3.1	2.6	9.4	-5.9
Nc1c(N(Cc2ccco2)C(=O)c2ccccc2F)c(=O)[nH]c(=O)n1Cc1ccccc1	-17.2	6.3	1.2	1.6	5.1	-4.6	1.6	6.4
C[C@@H]1CN([C@@H](C)CO)C(=O)c2cc(NC(=O)CCCN(C)C)ccc2O[C@H]1CN(C)Cc1ccc(Oc2ccccc2)cc1	8.7	.	2.8	1.1	-5.6	-2.0	.	-6.4
CCOc1ccc(CNS(=O)(=O)c2ccc3c(c2)CC(=O)N3C)cc1	1.5	9.2	15.6	-4.9	3.9	-5.2	.	6.5
O=C(C[C@H]1C[C@H]2c3cc(NC(=O)NC4CCCC4)ccc3O[C@H]2[C@H](CO)O1)NCCc1ccccc1	9.7	-3.9	9.7	-0.7	-4.1	-3.1	-0.1	4.2
CN(C)CC#Cc1ccc([C@@H]2[C@H](CO)N3CCCCN(S(=O)(=O)c4ccccc4)C[C@@H]23)cc1	-2.1	.	-24.2	-1.4	-10.9	11.0	-2.1	-13.3

Copied from the list:
Entry of `CO[C@H](C(=O)N(C)C[C@H]1OCc2ccccc2-c2c(n(C)c3ccccc23)C(=O)N([C@@H](C)CO)C[C@H]1C)c1ccccc1` in PGC1a acetyl inh: -3.1
Entry of `COc1cc(NC(=O)COC(=O)c2cc(S(=O)(=O)N3CCOCC3)ccc2F)cc(OC)c1` in PAX8 inh HTS: 6.5
